High-throughput results (PubChem)
SW480 rerep: A quantitative high throughput screen for small molecules that induce DNA re-replication in SW480 colon adenocarcinoma cells; SW480 DNA re-replication, Hoechst DNA content imaging, 48 h; Potency, µM (top dose mostly 46.1 µM), for the others: at the top dose re-replication activation, hits mostly activators; actives 1.8% (n = 340,000); note: potency is the fitted concentration of half-maximal effect; % of control where 0% means no effect; nearly all actives have a fitted effect of over 55% in size
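Readout is total intensity of Hoechst-stained nuclei, excited at 405 nm and collected at 500-530 nm. Compound treatment lasted 48 hr at 37 C in 5% CO2 before staining.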
ATXN viability: Viability Counterscreen for Primary qHTS for Inhibitors of ATXN expression; S2 cells (HEK-293 line with an ATXN2-luciferase reporter) viability, CellTiter-Fluor protease fluorescence, 24 h; Potency, µM (series often up to 56.7 µM), most hits filed as cytotoxic; actives 0.49% (n = 400,000); AID 651635, 2014; note: potency is the fitted concentration of half-maximal effect; nearly all actives have a fitted effect of over 40% in size
MCF10A rerep: A quantitative high throughput screen for small molecules that induce DNA re-replication in MCF 10a normal breast cells; MCF 10A DNA re-replication, Hoechst nuclear intensity, 48 h; Potency, µM (doses to about 46.1 µM), for the others: at the top dose activity, positive = re-replication, usual class: activators; actives 2.9% (n = 350,000); AID 624296, 2012; note: potency is the fitted concentration of half-maximal effect; % of control where 0% means no effect; nearly all actives have a fitted effect of over 50% in size
HT1080NT lethal: qHTS for induction of synthetic lethality in tumor cells producing 2HG: qHTS for the HT-1080-NT fibrosarcoma cell line | HT-1080-NT fibrosarcoma viability, CellTiter-Glo ATP luminescence, 48 h | Potency, µM (doses to about 46.1 µM), inactives show at the top dose activity, negative = less viability, hits mostly cytotoxic | actives 1.6% (n = 360,000);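 note: NT is the 2HG producing partner of a matched IDH1 knockdown line; potency is the fitted concentration of half-maximal effect; 0% = DMSO-treated cells and -100% = media-only wells without cells; nearly all actives have a fitted effect of over 55% in size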
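Luminescent CellTiter-Glo readout after 48 hours of compound exposure at 37 degrees C defined viability of HT-1080-NT cells. Activity was normalized to DMSO wells and cell-free media wells; concentration-response curves were fitted and assigned curve classes.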
KB-V1 MDR tox: qHTS assay for MDR1-selective chemotherapeutics: Primary screen using the drug-selected MDR subline cells KB-V1; KB-V1 MDR cells viability, CellTiter-Glo, 72 h; Potency, µM (titrated, usually from 46.1 µM), without a hit: at the highest dose activity change, negative = cytotoxicity, hits mostly cytotoxic; actives 3.4% (n = 400,000); AID 1347076, 2019; note: potency is the fitted concentration of half-maximal effect; % is set by controls: 0 for no effect and ±100 for the full control effect; nearly all actives have a fitted effect of over 60% in size
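Drug-selected KB-V1 cells, grown in DMEM lacking phenol red with 10% FBS, receive compound titrations; after three days at 37 degrees C, surviving cell ATP is quantified by CellTiter-Glo luminescence and responses normalized and curve-fitted.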
HT1080 IDH1KD tx: qHTS for induction of synthetic lethality in tumor cells producing 2HG: qHTS for the HT-1080-IDH1KD cell line. Potency, µM (highest dose often 46.1 µM), for the others: at the top dose activity, negative = toxicity, hits mostly cytotoxic. actives 2% (n = 360,000). HT-1080 IDH1 knockdown viability, ATP luminescence, 48 h;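 note: potency is the fitted concentration of half-maximal effect; 0% = DMSO wells and -100% = cell-free medium wells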
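Knockdown cells (IDH1KD HT-1080) received compounds 2 h after plating at 750 cells/well and were kept 48 h at 37 °C in 5% FBS RPMI. A CellTiter-Glo luminescence read gave % activity for curve fitting.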
ATXN2 expr inh: Primary qHTS for Inhibitors of ATXN expression | Potency, µM (doses to about 57 µM), without a hit: top-dose activity change, negative = inhibition, most hits filed as inhibitors | HEK-293 ATXN2-luciferase reporter, luminescence, 24 h | actives 0.72% (n = 360,000); note: potency is the fitted concentration of half-maximal effect; % is set by controls: 0 for no effect and ±100 for the full control effect; nearly all actives have a fitted effect of over 55% in size
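qHTS (up to 57 uM final) was run with 24 h compound exposure of reporter cells at 37 °C. Each well was multiplexed: SteadyGlo luminescence measured ATXN2-luciferase expression after a fluorogenic Gly-Phe-AFC viability readout (25 uM final).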
IL1B secr inh: qHTS for Inhibitors of Inflammasome Signaling: IL-1-beta AlphaLISA Primary Screen; actives 4.7% (n = 360,000); activity change, % at 57.5 µM; THP-1 LPS/ATP IL-1B secretion, AlphaLISA, 16 h; active compounds read low; in the data active = activity change below about -50%; inconclusive = mostly about -30% to -49%; note: % is set by controls: 0 for no effect and ±100 for the full control effect
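Secreted IL-1B measured by AlphaLISA bead assay after 16 h compound exposure of THP-1 cells; compounds (final up to 57.5 uM) added 1 h before LPS (250 ng/mL) and ATP (1.25 mM) stimulation; lower signal means less secretion.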
KB-3-1 cytotox: qHTS assay for MDR1-selective chemotherapeutics: Primary screen using the parental adenocarcinoma cell KB-3-1. Potency, µM (top dose mostly 46.1 µM), inactives show top-dose activity change, negative = cytotoxic, usual class: cytotoxic. KB-3-1 viability, CellTiter-Glo ATP luminescence, 72 h. actives 1.4% (n = 400,000); note: potency is the fitted concentration of half-maximal effect; % is set by controls: 0 for no effect and ±100 for the full control effect; nearly all actives have a fitted effect of over 60% in size
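Parental KB-3-1 viability, qHTS format: 72 h compound exposure, 37 °C; CellTiter-Glo; media-only wells and DMSO plates as controls; concentration-effect fits on corrected data.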
Numbers without * were called inactive; i = inactive; ? = inconclusive; . = not tested or not shown; & = joins results of further samples; [ ] = another dose, or the depositor's remark. Unless noted, calls come from the whole dose curve; as a rule, active = well fitted curve in the direction sought with a large enough effect; inconclusive = small, poorly fitted or top-dose-only effect, or another doubt; inactive = no such curve, though single readings can be large; an effect the other way counts as inactive or inconclusive. Random draw from the library; about 11% have a hit in one of these screens.

Each structure is followed by: SW480 rerep | ATXN viability | MCF10A rerep | HT1080NT lethal | KB-V1 MDR tox | HT1080 IDH1KD tx | ATXN2 expr inh | IL1B secr inh | KB-3-1 cytotox
#1 COc1ccc(C(=O)N2CCc3ccccc32)cc1S(=O)(=O)N1CCOCC1
 : -1% | i | 2% | -4% | -8% | -8% | 4% | -14 | ?
#2 O=C(COc1cccc(Oc2ccccc2)c1)Nc1ncccn1
 : -1% | i | -2% | 3% | 3% | -2% | -3% | -2 | 7%
#3 CCOC(=O)Cc1csc(NC(=O)COc2ccc3c(C)cc(=O)oc3c2)n1
 : -12% | . | ? | 0% | -15% | 5% | 4% | -11 | -1%
#4 c1cc2c(cc1CN1CCOCC1)OCO2
 : 1% | i | -3% | 5% | -2% | 11% | 1% | 18 | 1%
#5 CCN(CC)C(=O)C1=C(C)N(Cc2ccc(C(C)(C)C)cc2)C(=O)C(CC(=O)NCCN2CCOCC2)C1 (stereo unspecified)
 : . | i | . | -3% | -4% | -9% | -8% | -25 | -11%
#6 O=Nc1c(O)ccc2cc(S(=O)(=O)O)ccc12
 : -4% | i | -6% | 1% | 2% | -2% | -3% | 0 | 1%
#7 Cn1c(SCC(=O)N2CCN(C(=O)c3ccco3)CC2)nnc1-c1ccc(NS(C)(=O)=O)cc1
 : 7% | i | ? | ? | -3% | 19% | 3% | -18 | -3%
#8 COc1ccc(-n2nnnc2SCC(=O)NC2CC2)cc1
 : -24% | i | -8% | 2% | 0% | -3% | 3% | 6 | -2%
#9 N#Cc1ccc(N2C(=O)[C@@H]3C(C(=O)c4ccc5ccccc5n4)=NN[C@@H]3C2=O)cc1
 : -3% | i | 11% | 2% | 30% | 3% | 2% | 24 | 12%
#10 O=C1Nc2ccc(S(=O)(=O)NCc3ccccn3)c3cccc1c23
 : 9% | i | 1% | -11% | 0% | -6% | -2% | 19 | -8%
#11 CCC(=O)N1CCN(C(=O)c2ccccc2)CC1
 : ? | i | -4% | ? | -2% | 22% | -2% | 0 | 0%
#12 CCOC(=O)C1CCCN(C(=O)c2ccccc2NC(C)=O)C1 (stereo unspecified)
 : -12% | i | -17% | -1% | -1% | 3% | -2% | 16 | 25%
#13 COc1ccc(NC(C)=O)cc1S(=O)(=O)Nc1ccc(S(=O)(=O)N2CCCCC2)cc1
 : -6% | i | 0% | 6% | 11% | 3% | 4% | 16 | -4%
#14 C(=N\Nc1nc(Nc2ccccc2)nc(Nc2ccccc2)n1)/c1ccncc1
 : -8% | i | -9% | -18% | 9% | 1% | -9% | -14 | ?
#15 COc1ccc(OC)c(NC(=O)CN(c2ccccc2OC)S(=O)(=O)c2ccc(C)cc2)c1
 : . | i | . | . | -9% | . | -1% | . | ?
#16 COCCCN1CC(=O)N2C(c3cccc(OC)c3)c3[nH]c4ccccc4c3C[C@H]2C1=O (stereo partly specified)
 : -4% | i | -2% | -2% | -6% | -16% | -1% | 7 | 9%
#17 COc1ccc(CC(=O)Nn2c(-c3ccccc3)nc3ccccc3c2=O)cc1
 : -11% | i | -1% | 0% | ? | -1% | -16% | 22 | 14%
#18 O=C(CSc1ccccc1C(=O)NCc1ccccc1)NC12CC3CC(CC(C3)C1)C2
 : ? | i | ? | -9% | 5.8µM* | -2% | -5% | ? | ?
#19 CCOc1cc(S(=O)(=O)Nc2ncn[nH]2)ccc1Br
 : -30%[inhibitor] | i | 11% | 5% | -4% | 4% | 4% | i | 2%
#20 COc1ccc(Cl)cc1C(=O)NC1CC(C)(C)NC(C)(C)C1
 : . | i | . | -10% | -2% | -1% | . | 0 | -7%
#21 COc1ccccc1CNC(=O)Cn1ccsc1=N
 : -4% | i | 1% | 1% | 2% | 3% | 6% | -1 | 9%
#22 CCN(C#N)c1nc(NC(C)C)nc(NC(C)(C)C)n1
 : 1% | i | -3% | 14% | ? | 8% | 12% | 43 | -4%
#23 Cc1sc2ncn(CC(=O)Nc3cccc(C(F)(F)F)c3)c(=O)c2c1S(=O)(=O)N1CCC(C)CC1
 : . | i | . | . | -11% | . | 10% | . | 2%
#24 O=C(NCc1ccccc1)C1C(c2ccccc2)=Nc2ccccc2N1C(=O)c1cnccn1 (stereo unspecified)
 : . | . | . | -17% | ? | -9% | . | 0 | 9%
#25 Cc1noc(NC(=O)c2ccc(Cl)c(Cl)c2)c1Cl
 : 2% | i | 28% | -8% | -22% | -3% | . | 4 | ?
#26 NC(=S)NN=C1CCSCC1
 : 4% | i | -1% | -9% | 4% | 0% | 0% | -9 | -1%
#27 Cn1cc([C@]2(O)C(=O)Nc3ccc(Br)cc32)c2ccccc21
 : . | . | . | -26% | -1% | -18% | . | 0 | -2%
#28 CC1CCC(C(=O)NC(C(=O)NCc2ccccn2)C(C)C)CC1 (stereo unspecified)
 : 2% | i | 1% | 14% | -25% | 1% | -7% | 11 | -4%
#29 Cc1ccc(N(CC(=O)Nc2cc(C)cc(C)c2)S(=O)(=O)c2cccc3nonc23)cc1
 : -2% | i | 2% | 8% | ? | -6% | 1%&-8% | 1 | 4%&-5%
#30 CCn1cc(C(=O)NP(=O)(Nc2ccc(C)cc2)Nc2ccc(C)cc2)c2ccccc21
 : -6% | i | -7% | 20% | -7% | 17% | 3% | 13 | 5%
#31 CCn1c(SCC(=O)c2ccccc2)nnc1-c1cnccn1
 : -5% | i | 1% | 2% | -26% | -8% | 21% | -2 | 16%
#32 CCCC(=O)N(c1ccc2oc3c(c2c1)CCCC3)S(=O)(=O)c1cc(C)ccc1C
 : . | i | . | . | ? | . | 2% | . | -13%
#33 COCCN1C[C@@H](CO)O[C@@H](n2cnc3c(N4CCOCC4)ncnc32)C1
 : . | i | . | ? | 2% | 16% | 0% | 0 | 0%
#34 O=C(Nc1ccc2ccccc2c1)Nc1ccc2snnc2c1
 : 29% | ? | 5.8µM* | ? | -18% | ? | ? | -99* | ?
#35 COC(=O)CN1CCN(C(=O)c2ccc(F)cc2)c2ccccc2C1
 : -7% | i | 5% | 1% | 18% | 1% | 1% | 20 | 1%
#36 Cc1ccnc(SC2CC(=O)N(c3ccc(F)cc3)C2=O)n1 (stereo unspecified)
 : 0% | i | -1% | 1% | ? | 9% | -4% | 11 | -3%
#37 O=C(CSc1ncn(-c2ccccc2)n1)Nc1nccs1
 : -8% | . | -1% | -1% | -14% | 0% | . | -4 | -3%
#38 Cc1cccc(C)c1NC(=O)c1oc2ccc3c(c2c1C)C(=O)CC(C)(C)O3
 : . | i | . | . | -12% | . | 2% | . | -8%
#39 CN(c1ccccc1)S(=O)(=O)c1cccc(NC(=O)c2nn(C)c(=O)c3ccccc23)c1
 : -6% | i | 6% | -17% | -3% | -18% | . | 9 | -26%
#40 COc1ccccc1CNC(=O)CN(C)c1nn2c(=O)cc(C)nc2s1
 : . | i | . | . | 14% | . | 3% | . | 0%
#41 COc1ccc(-c2cn[nH]c2-c2ccc(OCC(=O)NN)cc2O)cc1
 : -12% | i | 3% | -14% | ? | -8% | 20% | -5 | 25%
#42 COc1nc(OC)nc(N2CCC(C(=O)NC3CCCCCC3)CC2)n1
 : -9% | i | -3% | -1% | 10µM* | 1% | -8% | 27 | 0%
#43 Cc1ccc2c(c1)C=CC(C)(C)S2(=O)=O
 : -158%[inhibitor] | i | -1% | -1% | -1% | 6% | 12% | 1 | 2%
#44 CC(C)C(=O)Nc1cccc(NC(=O)c2cccnc2)c1
 : 4% | i | 4% | 14% | -1% | 6% | -4% | 10 | 18%
#45 Nc1nc2ccccc2n1CCN1CCCC1
 : 1% | i | 6% | 11% | 12% | 6% | -16% | 2 | -10%
#46 CCCNC(=O)c1nnsc1S(=O)(=O)c1ccc(Cl)cc1
 : 7.3µM* | ? | 2.3µM* | 13µM* | 23µM* | ? | 14%[11.3 µM] | -106* | ?
#47 CCOC(=O)c1cc(C#N)c(N2CCN(C(=O)c3cccc(C(F)(F)F)c3)CC2)nc1C(F)(F)F
 : 7% | i | 21% | 2% | ? | ? | -28% | ? | ?
#48 COc1ccc(NC(=S)N2CCC(C(=O)N3CCCCCC3)CC2)cc1
 : -1% | i | 8% | 0% | -6% | 25% | 6% | 13 | -1%
#49 Cc1cc(NC(=O)CCC(=O)N(Cc2cccs2)C(C)(C)C(=O)NC2CCCCC2)no1
 : -2% | i | 1% | 9% | -22% | 0% | -22% | -13 | 0%
#50 O=C(O)c1ccccc1C(=O)c1ccc(-c2ccccc2)cc1
 : -4% | i | -6% | 0% | 1% | 12% | 21% | -13 | 4%
#51 O=C(CN1CCN(S(=O)(=O)c2ccc(F)c(Cl)c2)CC1)N1CCNC1=O
 : -38%[inhibitor] | i | 0% | 0%[9.24 µM] | ? | 0% | -3% | -5 | 6%
#52 C[C@@H]1CN([C@H](C)CO)C(=O)CCCn2nncc2CO[C@H]1CN(C)S(=O)(=O)c1ccc(-n2cccn2)cc1
 : . | i | . | -1% | 0% | -2% | 0% | 9 | -4%
#53 COc1ccc(-c2ccnc3c(-c4ccc(F)cc4)c(C)nn23)cc1OC
 : . | i | . | . | -5% | . | 2% | . | 20%
#54 O=C1c2ccncc2C(=O)N1Cc1cccc(Cl)c1
 : -2% | i | -8% | 19% | 0% | 19% | -8% | 26 | 9%
#55 CC(Oc1ccccc1F)c1nnc(SCC(=O)N(c2ccccc2)C2CCS(=O)(=O)C2)o1 (stereo unspecified)
 : 0% | . | 11% | 5% | ? | 3% | . | 74 | -18%
